Glioma ERSR ind: induces the endoplasmic reticulum stress response in human glioma cells; U87-MG GRP78 promoter luciferase reporter, 16 h; Potency, µM, inactives show at the top dose activation, most hits filed as activators; hit rate 0.02% among 420,000; further: potency means the concentration at half of the fitted maximal effect; series mostly up to about 76 µM; % of control where 0% means no effect; nearly all actives have a fitted effect of over 35% in size
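Stably transfected U87-MG glioma cells carrying a GRP78-based luciferase sensor; 16 h compound incubation. Luminescence end-point read 10 min after Bright-Glo addition at room temperature.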
Vif-A3F inh: inhibitors of Vif-A3F interaction; HeLa A3F-eYFP + Vif (tagged APOBEC3F with the HIV-1 protein that degrades it), YFP fluorescence increase; Potency, µM (series often up to 46.1 µM), inactives show top-dose activity, negative = active; hit rate 0.2% among 390,000; AID 602313; further: potency means the concentration at half of the fitted maximal effect; % of control where 0% means no effect; nearly all actives have a fitted effect of over 65% in size
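Fluorescence increase (Ex 488/Em 500-530) after overnight compound treatment at 37 deg C flags inhibition of Vif-driven A3F-eYFP loss in stable HeLa A3F-eYFP/Vif cells seeded overnight beforehand.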
RXFP1 ag: activates the human relaxin receptor RXFP1 | Q9HBX9 | HEK293T-RXFP1 cAMP TR-FRET, 30 min; response scale: percent of porcine relaxin response, buffer zero | Potency, µM (highest dose often 57.5 µM), without a hit: at the top dose activation, usual class: activators | hit rate 0.3% among 370,000; further: potency means the concentration at half of the fitted maximal effect; on the % scale 0 is the no-effect control and ±100 the full control effect; nearly all actives have a fitted effect of over 60% in size; many of its hits are not listed in these tables
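Agonist response is measured as cAMP accumulation in an RXFP1-transfected HEK293T line under PDE4 inhibition. Values are scaled between buffer-only and 29 nM porcine relaxin, and EC50s come from standard Hill equation fits.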
Vif-A3G inh: blocks the Vif interaction with human APOBEC3G; HeLa A3G-eYFP + Vif (tagged APOBEC3G with the HIV-1 protein that degrades it), YFP fluorescence, overnight; Potency, µM (top dose mostly 46.1 µM), for inactives: at the top dose activity, negative = active, hits mostly inhibitors; hit rate 0.076% among 410,000; AID 602310;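 further: potency means the concentration at half of the fitted maximal effect; on the % scale 0 is the no-effect control and ±100 the full control effect; nearly all actives have a fitted effect of over 60% in size; hits raise eYFP signal because A3G escapes Vif-driven loss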
Target sequence (Q9HC16 whole entry, looked up): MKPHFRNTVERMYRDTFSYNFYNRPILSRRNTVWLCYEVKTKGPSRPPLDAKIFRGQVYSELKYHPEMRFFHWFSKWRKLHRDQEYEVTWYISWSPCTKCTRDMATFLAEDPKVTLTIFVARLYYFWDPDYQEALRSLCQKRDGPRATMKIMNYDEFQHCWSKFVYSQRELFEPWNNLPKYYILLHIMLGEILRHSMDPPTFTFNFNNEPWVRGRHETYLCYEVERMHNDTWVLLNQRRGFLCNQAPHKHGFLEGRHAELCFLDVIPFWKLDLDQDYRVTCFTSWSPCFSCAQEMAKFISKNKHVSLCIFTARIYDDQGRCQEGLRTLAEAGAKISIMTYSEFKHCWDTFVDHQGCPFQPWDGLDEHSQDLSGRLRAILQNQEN
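HeLa cells stably expressing Vif and C-terminally eYFP-tagged A3G, seeded overnight at 37 deg C, then exposed to compound by pintool overnight at 37 deg C. Rise in yellow fluorescence (Ex 488/Em 500-530, Acumen) marks blocked Vif-driven A3G degradation.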
LDHA block: LDHA (human) enzyme inhibition; P00338; purified LDHA, NADH/diaphorase-resazurin fluorescence; active compounds read low; activity change, % (values are at about 110 or 230 µM); hit rate 0.15% among 480,000; AID 1347041; in the data active means activity change below about -30%; inconclusive means mostly about -25% to -30%;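 further: plate controls were DMSO wells for no effect and wells without enzyme for full effect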
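Remaining NADH was detected by diaphorase (0.133 mg/mL) converting 37 µM resazurin to fluorescent resorufin, read at 0 and 20 minutes. The preceding 5-minute room-temperature reaction used 2 nM LDHA, 0.2 mM sodium pyruvate and 0.06 mM NADH at pH 7.4.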
D1 agonist: agonists of human D1 dopamine receptor. HEK293 T-REx D1 cells, calcium flux, agonist mode. activation, % at 2 µM. hit rate 1% among 360,000. AID 504660; in the data active means activation above about 30%; further: 0% is about no effect
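Inducible HEK293 T-REx D1 cells, force-coupled to calcium signalling, were plated at 4000 cells/well with tetracycline and held overnight at 30 C. After no-wash calcium dye loading, compound-evoked calcium rise over 180 s flagged agonists.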
D2 PAM: positive allosteric modulators of human D2 dopamine receptor; potentiation, % at 10 µM; HEK293 T-REx D2, calcium flux, EC20 dopamine potentiation; hit rate 0.34% among 340,000;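 active means potentiation over 3 SD above the plate norm, cut at about 30% in these data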; further: 0% is about no effect
Target sequence (P14416 whole entry, looked up): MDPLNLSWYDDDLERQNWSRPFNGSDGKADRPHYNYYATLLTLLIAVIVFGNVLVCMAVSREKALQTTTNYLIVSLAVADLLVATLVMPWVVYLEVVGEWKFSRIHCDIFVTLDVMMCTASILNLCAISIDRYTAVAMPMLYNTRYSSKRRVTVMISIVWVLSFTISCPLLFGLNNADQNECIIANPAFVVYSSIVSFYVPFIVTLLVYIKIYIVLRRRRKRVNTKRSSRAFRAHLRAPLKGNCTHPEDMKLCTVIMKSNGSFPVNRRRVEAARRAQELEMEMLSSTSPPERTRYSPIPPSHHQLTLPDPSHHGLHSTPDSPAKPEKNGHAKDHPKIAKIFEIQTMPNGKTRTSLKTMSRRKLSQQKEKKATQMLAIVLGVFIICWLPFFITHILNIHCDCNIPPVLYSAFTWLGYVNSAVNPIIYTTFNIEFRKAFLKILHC
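Calcium flux readout, no-wash dye, 1 read/s. Inducible HEK293 Trex D2 line, overnight 30 C. Compound alone 180 s (agonist flags), then EC20 dopamine, another 180 s to score potentiation.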
D1 potentiator: enhances dopamine response at the human D1 receptor; P21728; HEK293 TREx D1 cells, calcium flux, dopamine EC20 potentiation; potentiation, % at 10 µM; hit rate 0.036% among 360,000; in the data active means potentiation above about 30%; further: 0% is about no effect
D1 antagonist: antagonists of human D1 dopamine receptor | activity change, negative = inhibition, % at 10 µM | hit rate 3.2% among 360,000 | HEK293 TREx D1 cells, calcium flux, dopamine EC80; active compounds read low | P21728; in the data active means activity change below about -30%; further: on the % scale 0 is the no-effect control and ±100 the full control effect
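Tetracycline-induced HEK293 Trex D1 cells, force-coupled to calcium, dye-loaded; compounds added and read 180 s, then EC80 dopamine added and calcium flux tracked kinetically another 180 s.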
Starred values were filed as active, the others as inactive; ? = inconclusive; · = not tested or not shown; & = joins results of further samples. Unless noted, the call rests on the fitted dose curve; in most records, active means well fitted curve in the direction sought with a large enough effect; inconclusive means small, poorly fitted or top-dose-only effect, or another doubt; inactive means no such curve, though single readings can be large; an effect the other way counts as inactive or inconclusive. The list is partial; count on the stated rates, not on these rows.

Results follow in this order: LDHA block | Vif-A3G inh | Vif-A3F inh | D1 potentiator | D1 agonist | RXFP1 ag | Glioma ERSR ind | D1 antagonist | D2 PAM
- COc1ccc(C)cc1NS(=O)(=O)c1ccc2[nH]c(=O)c(=O)[nH]c2c1
  1.3 | 2.3% | 0.7% | 1.2 | -0.5 | 7.5% | -4.3% | 10.3 | ·
- CCN1CCN(c2c(Cl)cccc2NC(=O)c2ccco2)CC1
  -5.9 | 0.8% | -3.3% | -6.3 | 5.0 | 1.8% | -4.0% | -22.7 | -16.7
- COc1ccc2nc(C(C)O)[nH]c2c1 (stereo not given)
  4.1 | -0.1% | 1.0% | -2.8 | 0.1 | -1.8% | -5.7% | 2.8 | ·
- CC(=O)c1ccc(OCC(=O)N2CCN(S(=O)(=O)c3ccc(Br)s3)CC2)cc1
  -0.5 | -0.6% | 3.3% | -5.1 | 0.8 | 0.7% | -0.9% | -14.5 | -0.3
- CC1(C)Cc2c(cnn2-c2ccc(F)cc2)C(NC(=O)C2CCC2)C1 (stereo not given)
  -3.1 | -2.9% | 8.8% | -3.3 | 1.2 | 3.3% | -4.9% | -9.3 | 11.8
- CCOC(=O)N1CCN(C(=O)c2c(Cl)cnn2C)CC1
  -3.2 | 3.5% | -0.8% | -1.9 | 5.6 | -4.8% | 14.8% | 7.5 | -1.7
- CC(=O)Nc1ccc(-c2nn[nH]n2)cc1
  -12.1 | 0.1% | -4.3% | -4.8 | 2.1 | -0.4% | -2.7% | 3.2 | ·
- CCc1nc(N)nc(N)c1-c1ccc(NCCN)c([N+](=O)[O-])c1
  -4.1 | -4.5% | 6.6% | · | · | · | -4.5% | · | ·
- CCCc1cc(C(N)=O)c(NC(C)=O)s1
  -0.8 | 0.2% | -10.2% | 2.6 | 2.6 | 0.7% | -2.5% | -1.6 | ·
- Cc1cc(C)n2nc(SC(C)C(=O)Nc3ccccc3F)nc2n1 (stereo not given)
  -1.9 | 5.3% | -11.1% | · | · | · | 1.6% | · | ·
- C[C@H](CO)N1C[C@H](C)[C@@H](CN(C)S(=O)(=O)c2ccc(F)cc2)Oc2c(NC(=O)c3ccncc3)cccc2C1=O
  -13.8 | 0.4% | -2.4% | · | · | · | -2.6% | · | ·
- CCN(CC)S(=O)(=O)c1ccc(NC(=O)CC(NC(C)=O)c2ccccc2)cc1 (stereo not given)
  3.9 | -0.3% | · | 0.9 | -0.7 | -2.2% | -1.0% | · | -0.4
- CC(=O)c1ccc(OCC(=O)N2CCCC2c2ccc3c(c2)OCCCO3)cc1 (stereo not given)
  -4.6 | 1.2% | -9.2% | · | · | · | 0.4% | · | ·
- Cc1ccc(-n2nc(-c3ccc(N)cc3)cc2N)cc1
  4.1 | -4.3% | -1.5% | 0.5 | 0.3 | 2.9% | -1.6% | -6.7 | 5.2
- COc1ccccc1CNC(=O)COC(=O)c1cc(S(=O)(=O)N2CCOCC2)ccc1Cl
  -2.1 | 2.6% | 1.9% | -0.9 | 2.6 | 2.2% | -4.8% | -21.9 | -4.0
- O=c1c2ccccc2n2c(-c3cccc(F)c3)nnc2n1Cc1ccccc1
  -7.5&0.7 | 1.6%&-7.2% | 0.2%&-12.4% | -1.6&8.4 | 3.4&0.6 | -6.6%&2.8% | -2.4%&-3.1% | 0.1&11.4 | -1.0
- Cc1cnc(C(=O)OCC(=O)Nc2cc(-c3ccccc3)nn2-c2ccccc2)cn1
  -0.2 | -4.4% | -4.0% | 2.4 | 1.3 | -0.1% | -5.4% | 4.8 | 4.9
- CC(=O)Nc1ccc(NC(=O)CCCc2nc(-c3ccc(C(C)(C)C)cc3)no2)cc1
  -8.7 | -6.5% | -2.7% | 0.0 | 6.5 | 0.5% | -10.8% | 2.8 | -2.8
- CC(Sc1nncn1C)C(=O)NCCC1=CCCCC1 (stereo not given)
  -5.7 | 0.5% | 1.0% | · | · | · | -0.2% | · | ·
- CSc1ccc(/C=C/c2nc3ccccc3n2S(=O)(=O)c2ccc(F)c(C)c2)cc1
  -8.5 | 1.1% | -21.4% | -3.6 | 0.9 | -1.4% | -8.8% | -26.3 | 0.0
- CNC(=O)c1c(NC(=O)c2ccc(S(=O)(=O)N3CC(C)OC(C)C3)cc2)sc2c1CCN(C(C)C)C2 (stereo not given)
  -2.7 | -3.0% | -4.8% | -5.3 | 6.0 | -1.1% | -0.9% | 12.8 | -2.5
- CCN1CCCC1CNC(=O)C(=O)NC(C)C (stereo not given)
  -5.2 | 0.4% | -12.5% | 2.4 | 3.0 | -0.6% | 8.1% | -12.7 | -4.6
- COc1ccc(C(=O)Nc2ccc3nc4c(c(Nc5ccc(OC)c(OC)c5)c3c2)CCCC4)c(OC)c1
  1.2 | -23.2% | ? | 0.9 | 0.3 | -3.7% | -7.9% | -2.8 | -3.9
- COc1ccccc1N1CCN(C(=S)NC(=O)/C=C/c2ccc(F)cc2)CC1
  -0.4 | 0.0% | 0.0% | -2.8 | 2.2 | -0.1% | 13.4% | -14.5 | -17.0
- CCOC(=O)CCSc1nnc(-c2cccnc2)n1-c1ccccc1OC
  2.7 | 0.5% | -9.0% | -9.0 | -0.5 | -1.4% | -2.7% | -28.3 | 6.1
- O=C(NCCSC1CCCCC1)c1ccccc1
  -5.8 | -7.5% | 0.2% | -16.0 | -0.4 | 0.4% | 4.1% | -77.4* | -0.4
- CC(C)(C)[C@H]1COC(=O)CC/C=C\C[C@@H](CC(=O)N(CCO)Cc2ccccc2)C(=O)N1
  0.6 | -2.0% | 4.1% | · | · | · | -1.9% | · | ·
- COc1cc(/C=N/N=C(N)N)ccc1OCc1ccc(Cl)cc1
  -1.2 | -4.2% | -0.9% | -10.1 | 3.9 | 1.9% | -13.3% | 5.7 | -0.8
- Cc1noc(C(=O)N(C)c2ccccc2)c1Cl
  -0.1 | 0.4% | 1.9% | -0.3 | 2.1 | 1.0% | -2.8% | 4.2 | ·
- COc1cc2nc(CN3CCC(C(O)(c4ccccc4)c4ccccc4)CC3)[nH]c(=O)c2cc1OC
  -0.5 | 5.0% | 6.8% | 7.6 | -3.8 | 3.3% | -2.2% | -1.4 | -1.7
- CCOc1ccc(C(c2c(O)cc(C)n(CCOC)c2=O)N2CCC(C)CC2)cc1 (stereo not given)
  4.4 | -1.0% | -1.0% | -1.4 | -1.4 | -0.2% | 0.2% | -0.4 | 7.7
- Cc1ccc(N(C(C)C(=O)N2CCCCC2)S(C)(=O)=O)cc1C (stereo not given)
  -10.2 | 0.4% | -9.2% | 0.8 | -0.2 | -0.4% | -0.7% | 12.2 | ·
- CCOC(=O)CNc1nc(Cl)nc(Nc2ccc(OC)cc2OC)n1
  0.6 | 0.7% | -5.7% | 1.9 | 3.4 | 0.9% | -2.6% | -19.0 | 11.4
- O=[N+]([O-])c1ccc(N2CCN(S(=O)(=O)c3ccccc3)CC2)cc1
  2.5 | -12.3% | -21.3% | -5.4 | 2.6 | -0.6% | 3.7% | -19.8 | 6.3
- Cc1ccccc1C(=O)NCCCCc1ccccc1
  0.3 | 1.2% | -8.2% | -2.0 | 0.9 | -0.5% | -3.0% | -10.2 | -2.2
- CCCCn1nc2cc(C(=O)NCc3ccc(OC(F)(F)F)cc3)ccc2c1OC
  0.2 | 0.2% | -0.5% | -8.3 | 1.3 | 4.3% | -2.3% | -2.9 | 5.5
- CCN(CC)S(=O)(=O)c1ccc(OC)nc1
  2.3 | 0.6% | -7.2% | -0.1 | 6.0 | -0.2% | -7.0% | -1.2 | -6.1
- O=C(COC(=O)/C=C/c1ccc(F)cc1)Nc1cccc(S(=O)(=O)N2CCCC2)c1
  -1.6 | 0.9% | -0.6% | -2.9 | 0.5 | -0.1% | 0.3% | -12.6 | -1.1
- O=C(N/N=C/c1cccn1-c1ccc([N+](=O)[O-])cc1)c1cccnc1
  3.6 | -2.7% | -8.4% | 9.4 | 0.6 | -0.6% | -7.0% | 6.0 | -5.2
- CCCCC(=O)NC(c1ccccc1Cl)c1c(O)ccc2ccccc12 (stereo not given)
  -8.2 | -3.9% | 17.6% | -0.5 | 0.1 | -0.2% | -1.0% | -1.8 | 5.5
- CS/C(=N\S(=O)(=O)c1cccs1)Nc1ccc(F)cc1
  -4.4 | -0.2% | 2.1% | -4.2 | -0.2 | -0.9% | 1.9% | -24.4 | 11.9
- CC(c1ccccn1)C(C)(O)C(C)c1ccccn1 (stereo not given)
  -9.2 | -6.4% | -1.0% | · | · | · | -2.0% | · | ·
- O=C(NNC(=O)c1sc2cccc(Cl)c2c1Cl)Nc1ccccc1
  -17.5 | -9.0% | -1.0% | -9.0 | 3.8 | -0.6% | -3.6% | -12.6 | 2.1
- CCOCCCNC(=O)CCc1nnc2ccc(N3CCCCC3)nn12
  -1.5 | -5.3% | -9.6% | 4.5 | 0.9 | 25.0% | 0.0% | -31.4* | 10.7
- Cc1ccc(NC(=O)C2CC(=O)n3ncnc3N2)cc1C (stereo not given)
  -3.8 | 1.3% | -1.8% | -2.8 | 3.6 | -1.6% | -1.5% | -12.4 | -4.0
- COc1ccc(CNC(=O)C2CCC(=O)N(CCCN3CCCC3=O)C2)c(OC)c1 (stereo not given)
  -1.0 | -0.4% | 1.3% | -3.8 | 1.8 | -1.0% | -4.2% | 4.4 | -0.7
- COc1ccc(C=Cc2ccc3ccccc3n2)c(OC)c1
  -2.2 | ? | -14.0% | · | · | · | -13.3% | · | ·
- COc1ccccc1C(=O)Nc1cc2cc(Br)ccc2oc1=O
  0.3 | -0.7% | 0.0% | -2.8 | 0.5 | -3.7% | -1.0% | -8.9 | -11.9
- Cc1ccc(OCC(=O)NNC(=S)NC(=O)c2cccs2)c(C)c1
  -0.7 | -0.4% | 3.2% | -1.1 | 17.9 | -0.3% | -0.6% | 6.8 | 2.0
